ARNT TACC3 PPI: disrupts binding between human ARNT and TACC3 | 0.66% of 390,000 active | Q9Y6A5 | inhibition, % at 9.99 µM | AlphaScreen His-ARNT PAS-B/GST-TACC3 binding, luminescence; TACC3 fragment carries E629A point mutation;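 active means mean inhibition of replicates at least 50% and at least half of replicates each reaching 50%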;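 further: 0% = complete ARNT plus TACC3 wells and 100% = ARNT alone without TACC3; many hits fall short of the cut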
XiGFP reactiv: X-chromosome reactivation activator; AID 743238; XiGFP mouse fibroblasts, % GFP-positive cells imaging, 3 d; cells co-treated with 5-aza-dC sensitizer; scaled so ellipticine positive control = 100%; activation, % at 7.58 µM; 0.055% of 360,000 active;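 active means mean normalized replicate activation at least 10% and every replicate at or above 10%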;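 further: 0% = median of on-plate neutral control wells and 100% = ellipticine 6 µM median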
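Material: SV40-immortalized XiGFP fibroblast cells, line 68-5-11 | Buffer or medium: DMEM containing 5-aza-dC | Dosing: One concentration, pinned | Times: 3 d treatment, 15 min room-temperature fixation | Controls: Ellipticine 6 µM positive control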
INS-1E GSIS act: primary screen for activators of insulin secretion dependent on glucose, INS-1E cells, GLuc reporter luminescence. activation, % at 16.6 µM. INS-1E GLuc reporter insulin secretion, 2-3 h. 0.61% of 370,000 active;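 active means lowest replicate activation of at least 40%, so every replicate reaches that level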;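 further: 0% = median of neutral control wells and 100% = median of IBMX positive control wells; some compounds called inactive have numbers as strong as hits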
RAD54 branch: inhibitors of human RAD54 branch migration | RAD54 Holliday junction branch migration, FAM/BHQ fluorescence | Q92698 | 0.14% of 360,000 active | inhibition, % at 10.4 µM | AID 602329;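 active means mean normalized replicate activity at least 40 and at least half of replicates scoring 40 or more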;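 further: 0% = median of neutral control wells and 100% = median of positive control wells; inhibitors cause a drop in the FAM fluorescence signal; in these data hits start at about 50%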
Target sequence (Q92698 whole entry, looked up): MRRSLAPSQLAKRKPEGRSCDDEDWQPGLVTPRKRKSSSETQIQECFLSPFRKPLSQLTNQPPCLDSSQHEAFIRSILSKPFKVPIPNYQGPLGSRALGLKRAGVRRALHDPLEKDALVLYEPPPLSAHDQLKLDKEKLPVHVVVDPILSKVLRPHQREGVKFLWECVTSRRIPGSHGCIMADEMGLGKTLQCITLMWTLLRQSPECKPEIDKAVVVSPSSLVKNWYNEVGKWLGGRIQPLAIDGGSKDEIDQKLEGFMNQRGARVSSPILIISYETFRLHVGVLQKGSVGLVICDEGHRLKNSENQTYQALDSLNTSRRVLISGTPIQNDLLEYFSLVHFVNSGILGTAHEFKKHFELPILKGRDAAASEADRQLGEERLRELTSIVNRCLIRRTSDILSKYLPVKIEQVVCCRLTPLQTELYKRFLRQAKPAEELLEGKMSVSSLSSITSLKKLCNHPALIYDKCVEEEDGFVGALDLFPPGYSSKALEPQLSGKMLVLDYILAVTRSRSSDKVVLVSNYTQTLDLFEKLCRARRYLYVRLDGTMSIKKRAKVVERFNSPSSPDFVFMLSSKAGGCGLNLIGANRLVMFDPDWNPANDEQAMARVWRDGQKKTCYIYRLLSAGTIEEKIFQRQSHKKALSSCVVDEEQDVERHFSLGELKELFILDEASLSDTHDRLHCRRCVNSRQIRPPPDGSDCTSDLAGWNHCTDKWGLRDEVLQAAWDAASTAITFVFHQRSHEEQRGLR
esBAF inh: inhibitors of esBAF chromatin remodeling in mouse ES cells | Bmi1-luciferase knock-in reporter, 24 h; 100% = twice the neutral-well signal | reporter increase, % at 12.5 µM | 2% of 350,000 active | AID 602393; in the data active means activation above about 40%;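 further: 0% = median of the plate's neutral control wells and 100% = double that signal; a rise in the Bmi1 reporter signal indicates esBAF inhibition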
* marks the source's active call; other numbers are inactive results; · = no result given. These rows are one share of the data, so the mix of outcomes need not match the whole.

nr	smiles	ARNT TACC3 PPI	XiGFP reactiv	INS-1E GSIS act	RAD54 branch	esBAF inh
1	O=C(NCc1ccc(Cl)c(Cl)c1)c1cccnc1	·	·	5	3	-7
2	COc1ccc(Br)cc1S(=O)(=O)N1CCOCC1	·	·	3	9	-8
3	CCNC(=O)CCSc1nc2cc(Cl)ccc2o1	·	·	-11	-3	-6
4	CCOC(=O)C1=C(CN2CCc3ccccc32)NC(=O)NC1c1cccc([N+](=O)[O-])c1 (stereo unspecified)	·	·	-38	-4	-3
5	O=[N+]([O-])c1cccc(/C=C/c2nc(C=Nc3ccc4ccccc4c3)c(O)o2)c1	·	·	13	0	2
6	CCC(Sc1nc2ccccc2[nH]1)C(=O)Nc1cc(C)on1 (stereo unspecified)	·	·	-3	-5	-6
7	CCCN1CCN(C(=O)Cn2cccc2C(=O)c2ccccc2)CC1	·	·	14	1	-2
8	O=C1c2ccccc2NC(c2ccco2)N1O (stereo unspecified)	·	·	2	12	1
9	CS(=O)(=O)N1CCN(c2ccccc2NC(=O)c2ccc(-c3ccc(Cl)cc3Cl)o2)CC1	·	·	-10	1	6
10	O=C(CCc1ccc(S(=O)(=O)NCc2ccccc2)cc1)N1CCN(Cc2ccc3c(c2)OCO3)CC1	·	·	-9	-5	6
11	CNC(=O)CSc1nc(N)c2c3c(sc2n1)CCC3	·	·	-4	5	-6
12	Cc1cc(C)n(-c2nnc(NC(C)(C)C)nn2)n1	-2	0.0	·	3	·
13	CCc1ccc(C(=O)NC(=S)Nc2ccc3c(c2)OCCO3)cc1	3	0.0	·	1	·
14	Cc1cccc(NC(=S)NCC(c2cccnc2)N(C)C)c1C (stereo unspecified)	-6	0.0	·	2	·
15	O=C(Nc1ccc2c(c1)OCO2)C1CC(c2ccc(Cl)cc2)=NO1 (stereo unspecified)	-4	·	-8	-2	·
16	COc1ccc(NC(=O)CN(c2ccc([N+](=O)[O-])cc2)S(=O)(=O)c2ccccc2)cc1	-8	·	-18	-22	·
17	Cc1cc(C)nc(SCC(=O)Nc2ncc(Cc3cccc(Cl)c3Cl)s2)n1	16	·	-23	-1	·
18	O=C1c2ccccc2S(=O)(=O)c2cc(C(=O)N(c3ccccn3)c3ccccn3)ccc21	6	·	7	-2	·
19	O=C(CC(=O)NN=C1CCCC1)NCCc1ccccc1	2	·	-8	6	·
20	O=C(O)CCCN1C(=O)C2C3CCC(O3)C2C1=O (stereo unspecified)	-6	·	4	2	·

The last 6 compounds of the part before open the next one.
nr	smiles	ARNT TACC3 PPI	XiGFP reactiv	INS-1E GSIS act	RAD54 branch	esBAF inh
15	O=C(Nc1ccc2c(c1)OCO2)C1CC(c2ccc(Cl)cc2)=NO1 (stereo unspecified)	-4	·	-8	-2	·
16	COc1ccc(NC(=O)CN(c2ccc([N+](=O)[O-])cc2)S(=O)(=O)c2ccccc2)cc1	-8	·	-18	-22	·
17	Cc1cc(C)nc(SCC(=O)Nc2ncc(Cc3cccc(Cl)c3Cl)s2)n1	16	·	-23	-1	·
18	O=C1c2ccccc2S(=O)(=O)c2cc(C(=O)N(c3ccccn3)c3ccccn3)ccc21	6	·	7	-2	·
19	O=C(CC(=O)NN=C1CCCC1)NCCc1ccccc1	2	·	-8	6	·
20	O=C(O)CCCN1C(=O)C2C3CCC(O3)C2C1=O (stereo unspecified)	-6	·	4	2	·
21	COc1ccc2[nH]c(=O)c(CN(Cc3nnnn3Cc3ccco3)C3CCCCC3)cc2c1	4	·	-27	-3	·
22	CS(=O)(=O)N(CC(=O)NCc1ccc2c(c1)OCO2)Cc1ccccc1	1	·	20	0	·
23	O=C(Nc1ccc(Cl)cc1)OCc1cncs1	-1	·	3	6	·
24	COc1ccc2c(c1)CCc1c(C(=O)N3CC4(C)CC3CC(C)(C)C4)noc1-2 (stereo unspecified)	3	·	4	3	·
25	O=C1C2CC=CCC2C(=O)N1CC1CCCO1 (stereo unspecified)	3	·	7	6	·
26	FC(F)(F)Oc1ccc(Nc2nc3ccccc3o2)cc1	0	·	-3	-2	·
27	CCOC(=O)C(=CNc1cccc(C)n1)C(=O)OCC	0	·	-1	-12	·
28	COc1ccc(C(=O)/C=C/c2ccc(N3CCCCC3)c([N+](=O)[O-])c2)c(OC)c1	-21	·	20	-5	·
29	Cc1cc(C(=O)CN2C(=O)NC3(CCCc4sccc43)C2=O)c(C)n1-c1ccccc1 (stereo unspecified)	2	·	8	0	·
30	COC(=O)c1ccc(NC(=O)CSc2nnc(C(C)NC(=O)c3ccccc3Cl)n2C)cc1 (stereo unspecified)	-18	·	28	1	·
31	O=C(c1ccccc1Cl)N1N=C(c2ccc(Br)cc2)CC1c1nc2ccccc2[nH]1 (stereo unspecified)	2	·	-15	0	·
32	O=C1Cc2ccccc2N1c1ccccc1	-1	·	1	-4	·
33	CCOc1ccc(S(=O)(=O)NNC(=O)c2cc3ccccc3o2)cc1	0	·	6	-2	·
34	O=C(COC(=O)c1ccc([N+](=O)[O-])s1)NCc1ccccc1	26*	·	9	-1	·
35	O=C(NC(=S)Nc1cccc(NC(=O)c2ccc(Cl)cc2Cl)c1)c1cccs1	-5	·	-15	-1	·
36	CCn1cc(/C=N\NC(=O)C2(C)CC2(Cl)Cl)c(C)n1 (stereo unspecified)	-3	·	16	-1	·
37	O=C(NC1CCCCC1)N1CCN(Cc2nc3ccccc3c(=O)[nH]2)CC1	-7	·	7	4	·
38	CCOC(=O)c1cc(-c2ccccc2)sc1N	1	·	51	6	·
39	CC(Oc1ccc(C(C)(C)C)cc1)c1ccnc2nc(/N=C/N(C)C)nn12 (stereo unspecified)	-5	·	-20	-3	·
40	COc1ccc(C(=O)NNC(=O)c2ccncc2)cc1	35	·	1	1	·

Overlap with the part before: six compounds, then new ones.
nr	smiles	ARNT TACC3 PPI	XiGFP reactiv	INS-1E GSIS act	RAD54 branch	esBAF inh
35	O=C(NC(=S)Nc1cccc(NC(=O)c2ccc(Cl)cc2Cl)c1)c1cccs1	-5	·	-15	-1	·
36	CCn1cc(/C=N\NC(=O)C2(C)CC2(Cl)Cl)c(C)n1 (stereo unspecified)	-3	·	16	-1	·
37	O=C(NC1CCCCC1)N1CCN(Cc2nc3ccccc3c(=O)[nH]2)CC1	-7	·	7	4	·
38	CCOC(=O)c1cc(-c2ccccc2)sc1N	1	·	51	6	·
39	CC(Oc1ccc(C(C)(C)C)cc1)c1ccnc2nc(/N=C/N(C)C)nn12 (stereo unspecified)	-5	·	-20	-3	·
40	COc1ccc(C(=O)NNC(=O)c2ccncc2)cc1	35	·	1	1	·
41	COCCn1c(CCC(=O)O)nc2c1c(=O)[nH]c(=O)n2CC(C)C	1	·	11	-4	·
42	C=CCc1c(C)nc(-c2ccccc2)nc1N/N=C(\C)c1ccc(N)cc1	17	·	13	8	·
43	CCOC(=O)c1ccc(N/C(=N\S(=O)(=O)c2ccccc2C)c2ccccc2)cc1	0	·	-12	-7	·
44	CCOC(=O)N/N=C(\C)c1ccccc1OC(F)F	-4	·	3	1	·
45	COc1ccc(/C=C2\SC(=NCc3ccccc3)NC2=O)cc1	-3	·	0	2	·
46	Cc1ccc2nc(SCC(=O)NCc3ccco3)[nH]c2c1	2	·	-3	-7	·
47	Cc1nn(C)cc1CNC(=O)COc1ccc(Cl)cc1Cl	0	·	24	0	·
48	COc1cc(C(=O)N2CCC(NC(=O)C(Cc3ccc(C(C)C)cc3)NC(C)=O)CC2)cc(OC)c1OC (stereo unspecified)	-3	·	6	-11	·
49	O=C(Nc1cccc(Cl)c1)N(Cc1nc2ccccc2c(=O)[nH]1)Cc1cccs1	0	·	-27	7	·
50	O=C(NCCc1ccc(Cl)cc1)Nc1cccc(Cl)c1	-5	·	-23	5	·
51	CC(C)CNC(=O)c1ccc(NC(=O)c2ccccc2[N+](=O)[O-])cc1	-2	·	80	8	·
52	COc1ccc(C(=O)n2nc(C)c(Br)c2C)cc1	-3	·	6	4	·
53	CC(CN1CCN(C)CC1)OC(=O)c1ccc(Cl)cc1 (stereo unspecified)	2	·	-3	-2	·
54	CCN1CCc2c(sc(NC(=O)c3ccc(S(=O)(=O)N4CCOCC4)cc3)c2C(=O)OC)C1	1	·	-2	80*	·
55	O=C(Cc1ccc(Cl)cc1)NC(=S)Nc1ccccc1N1CCOCC1	-4	·	-3	-4	·
56	O=C1c2ccccc2C(=O)N1CCCc1c[nH]c2ccc(Cl)cc12	2	·	-17	8	·
57	O=C(/C=C/c1ccc(OC2CSC2)cc1)c1ccc(Cl)cc1	0	·	7	1	·
58	CCS(=O)(=O)c1ccc2c(c1)N(S(=O)(=O)c1ccc(OC)cc1)CC(C(=O)O)O2 (stereo unspecified)	-10	·	10	6	·
59	O=C(Cn1c(SCc2ccccc2)nc2ccccc21)N1CCOCC1	3	·	23	1	·
60	COc1ccc(C(=O)/C=C/c2ccc(OC)c(O)c2)c(F)c1	-6	·	-6	-6	·
61	COc1ccc(Br)cc1C(=O)Nc1ccc(NC(=O)c2ccco2)cc1	-3	·	2	-3	·
62	O=C(NCCc1c[nH]c2ccccc12)C1CCN(c2nnc(N3CCCC3=O)s2)CC1	1	·	-2	2	·
63	CCCC(=NCCc1c(C)[nH]c2ccccc12)C1=C(O)CC(c2ccccc2)CC1=O (stereo unspecified)	-12	·	-13	-4	·
64	Cc1cc(C)n(Cc2ccc(C(=O)Nc3cccc(Br)c3)o2)n1	1	·	-31	-2	·
65	COc1ccc(C(=O)NC(=S)NCC2CCCO2)cc1 (stereo unspecified)	3	·	26	2	·
66	N#CCC(=O)NCC1(c2ccccc2)CCCC1	0	·	6	1	·
67	CN(C)CCCC(C)(O)C(C)(C)c1ccccc1 (stereo unspecified)	32	·	-1	0	·
68	COC(=O)c1cn(-c2ccccc2)nc1-c1cccnc1	5	·	-5	4	·
69	O=c1c2ccccc2nc(/C=C/c2ccc([N+](=O)[O-])cc2)n1CCCO	-4	·	-1	3	·
70	C=C(C)C1Cc2cc3ccc(=O)oc3cc2O1 (stereo unspecified)	-4	·	6	-4	·
71	COCCCNC(=O)c1ccc(Cn2c(=O)c3ccccc3n(Cc3ccccc3C)c2=O)cc1	0	·	4	0	·
72	Cc1onc(-c2ccccc2Cl)c1C(=O)NC(=S)Nc1ccccc1C(N)=O	1	·	5	-8	·
